Screens (PubChem BioAssay)
GALR2 antag: GALR2 (human) receptor antagonism | O43603 | GALR2-expressing cells, antagonist mode | inhibition, % at 4 µM | 140,000 compounds, 0.39% hits; in the data active = inhibition above about 27%;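 also: cells stimulated with galanin 1-16 at roughly its EC80; 0% = agonist challenge control and 100% = basal control without agonist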
Target sequence (O43603 whole entry, looked up): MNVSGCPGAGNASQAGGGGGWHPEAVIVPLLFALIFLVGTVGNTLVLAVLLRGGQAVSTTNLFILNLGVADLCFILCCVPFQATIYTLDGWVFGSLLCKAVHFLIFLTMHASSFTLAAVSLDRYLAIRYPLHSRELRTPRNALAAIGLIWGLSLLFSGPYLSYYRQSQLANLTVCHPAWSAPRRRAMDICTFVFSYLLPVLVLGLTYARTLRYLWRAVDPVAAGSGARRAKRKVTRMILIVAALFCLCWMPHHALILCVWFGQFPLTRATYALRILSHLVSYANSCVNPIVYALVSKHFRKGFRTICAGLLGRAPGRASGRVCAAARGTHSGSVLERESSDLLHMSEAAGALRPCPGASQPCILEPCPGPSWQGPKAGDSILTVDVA
Yeast growth inh: chemicals that inhibit yeast BB579 growth in restrictive medium (lifespan-shortening candidates); inhibition, % at 10 µM; 140,000 compounds, 0.51% hits; AID 804; S. cerevisiae BB579 growth, OD615, 48 h;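 active = inhibition above a set limit, 3 SD over the mean compound inhibition, cut at about 44% in these data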; also: inactives centre near -24
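Test system: Saccharomyces cerevisiae DeaD strain BB579, replicative lifespan model yeast | Buffer or medium: Restrictive CSMM-D medium | Doses: One dose, 10 µM compound with 0.25% DMSO | Incubation: 48 h exposure, 30 °C | Detection: Culture absorbance at 615 nm | Control set: Amphotericin B at 10 µg/mL as positive control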
MRP-1 activ: activators of MRP-1; 140,000 compounds, 0.61% hits; H69AR cells + doxorubicin, viability rescue, CellTiter-Glo; viability increase, % at 10 µM;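 active = viability gain under doxorubicin at or above a set limit, the compound median plus 3 SD, cut at about 4.7% in these data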;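 also: MRP-1 overexpressing cells given doxorubicin 25 µM after compound pretreatment; 18-22 h compound pretreatment then 72 h with doxorubicin before readout; 0% = doxorubicin-only wells and 100% = vehicle-treated cells without doxorubicin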
bCat KO growth: beta-catenin-lacking colon tumor cell growth suppression. HCT116 beta-catenin knockout viability, CellTiter-Glo, 60 h; stronger effect = lower value. viability, % at 10 µM. 140,000 compounds, 1.5% hits. AID 818;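 active = viability at or under a set limit, the compound median less 4 SD, cut at about 6% in these data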;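 also: 0% = Hyamine 1622 control at 20 µM and 100% = untreated cell control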
PTEN del growth: suppresses growth of cells with PTEN deletion; HCT116 PTEN-null viability, CellTiter-Glo, 60 h; stronger effect = lower value; viability, % at 10 µM; 140,000 compounds, 1.2% hits; AID 827;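 active = viability at or below a set limit, 4 SD under the median of all tested compounds, cut at about 3.7% in these data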;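 also: PTEN knockout HCT116 line with beta catenin targeted HCT116 as companion control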
Measles CPE: protection of cells from measles virus | protection (pct of control), % at 4 µM | Measles virus-infected cells, CPE protection, absorbance | 140,000 compounds, 1.5% hits; in the data active = protection mostly above about 24%, no sharp cut-off; inactive = mostly below about 26%; also: some compounds called inactive have numbers as strong as hits
NPY Y2 blocker: blocks the human neuropeptide Y Y2 receptor | P49146 | NPY-Y2 expressing cells, antagonist mode | inhibition, % at 2.7 µM | 140,000 compounds, 0.99% hits; in the data active = inhibition above about 17%;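 also: 0% = vehicle with agonist challenge and 100% = reference antagonist with challenge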
Target sequence (P49146 whole entry, looked up): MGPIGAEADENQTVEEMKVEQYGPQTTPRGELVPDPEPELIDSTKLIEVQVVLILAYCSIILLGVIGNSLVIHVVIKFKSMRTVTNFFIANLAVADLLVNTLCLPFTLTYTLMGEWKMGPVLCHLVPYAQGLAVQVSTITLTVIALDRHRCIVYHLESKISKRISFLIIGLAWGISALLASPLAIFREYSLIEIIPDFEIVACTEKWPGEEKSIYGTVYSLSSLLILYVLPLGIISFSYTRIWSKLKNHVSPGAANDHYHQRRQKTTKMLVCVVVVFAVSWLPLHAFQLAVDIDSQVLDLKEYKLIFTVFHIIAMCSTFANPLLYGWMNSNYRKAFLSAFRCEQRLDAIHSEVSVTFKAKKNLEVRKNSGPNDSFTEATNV
Yeast life ext: yeast lifespan extension; AID 775; inhibition of the nicotinamide effect, % at 10 µM; 130,000 compounds, 0.68% hits; S. cerevisiae growth with nicotinamide, OD615; deaD strain in restrictive glucose medium;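 active = inhibition above a set limit, placed 3 SD over the median of all compounds, cut at about 26% in these data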;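 also: 0% = nicotinamide-treated wells and 100% = cells grown without nicotinamide; some compounds called inactive have numbers as strong as hits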
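Measured by: optical density (absorbance) at 615 nm; System: modified budding yeast, DeaD strain; Medium: restrictive CSMM-D dextrose medium; Timing: 4 h preincubation then 48 h treatment at 30 °C.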
E-sel TNF inh: TNF alpha driven E-selectin expression inhibition. inhibition, % at 2 µM. HUVEC TNFa-induced E-selectin immunofluorescence, high content. AID 1246. 120,000 compounds, 0.71% hits;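 active = inhibition above the batch mean plus 3 SD, and confirmed as a hit on visual image review, cut at about 43% in these data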;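 also: 0% = TNF-stimulated DMSO wells and 100% = unstimulated control wells; not every result past the cut was called active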
Phagocyt inh: inhibitors of macrophage phagocytosis; inhibition, % at 5 µM; 110,000 compounds, 0.07% hits; AID 1029; J774A.1 macrophage IgG-bead phagocytosis, imaging;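 active = inhibition above the mean of the plate negative controls plus 5 SD, cut at about 13% in these data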;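 also: phagocytic index as fraction of beads internalized from green versus red external bead signal; plate controls were DMSO negative control for no effect and cytochalasin-D positive control for full effect; some results beyond the cut were filed as inactive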
An asterisk follows results filed as active; · = no result given.

SMILES	GALR2 antag	Yeast growth inh	MRP-1 activ	bCat KO growth	PTEN del growth	Measles CPE	NPY Y2 blocker	Yeast life ext	E-sel TNF inh	Phagocyt inh
COc1cc(NC(=O)c2ccc(Br)o2)ccc1NC(=O)c1ccccc1Cl	10	-20	-2.8	97	90	3	2	-9	7	4
O=C(NCc1cccc(Cl)c1)c1ccc2nc[nH]c2c1	7	-38	0.0	89	95	5	0	2	23	·
CCOC(=O)CSC1=C(C#N)C(=O)NC2(CCCCC2)S1	-1	-23	-0.2	96	104	11	-2	-1	10	0
CC(=O)Nc1cc(C(=O)N(C)Cc2ccco2)ccc1Sc1ccc(Cl)cc1	5	-57	-1.4	85	91	37	2	2	·	-8
CC1(C)CC(=O)C2=C(C1)NC(=O)CC2c1cc(F)ccc1F (configuration not stated)	11	-36	-0.8	95	93	28	1	4	-10	·
O=C(CCNc1ccc(Cl)cc1)c1cccs1	5	-41	-3.1	69	62	28	0	-5	-63	-6
Cn1c(CSCc2ccc(Cl)cc2)nnc1SCC(=O)Nc1nc2ccccc2s1	-12	-71	-1.3	97	102	13	1	-3	-18	-1
[O-]/[N+](=C\c1ccc(OC(F)F)cc1)c1ccccc1	5	-29	1.6	106	103	42*	2	-6	36	0
CCOC(=O)CCN(Cc1cccs1)S(=O)(=O)c1ccc(F)cc1	-4	-22	-3.8	88	90	48*	6	8	21	2
Cc1cc(C)c(C)c(C(=O)CSc2nnc(-c3ccc4[nH]c(C)c(C)c4c3)o2)c1C	3	-40	-6.8	23	18	8	-1	·	6	·
O=C(C1CCCN1C(=O)c1cccs1)N1CCc2ccccc21 (configuration not stated)	7	-29	-2.6	94	100	3	5	-9	13	1
O=C(Cn1nc(C(F)(F)F)c2c1CCCCC2)N1CCOCC1	-10	-5	-2.8	91	95	13	3	2	11	3
COc1ccc(-c2nn(CCC(=O)O)cc2/C=C2\SC(N)=NC2=O)cc1OC	8	-13	-1.3	94	103	9	0	0	·	-11
O=C(Oc1cc(Cl)ccc1Cl)c1ccc(N2CCOCC2)c([N+](=O)[O-])c1	5	-33	-0.7	93	86	6	3	-7	-3	-3
O=C(CSCc1c(F)cccc1Cl)NCc1cccnc1	8	-21	0.3	103	95	40	2	2	·	5
O=C(O)CCc1ccc(-c2ccccc2)n1NC(=O)c1sc2ccccc2c1Cl	-2	-37	-0.5	88	95	11	8	12	-4	-1
CC1(C)C(=O)OC(c2cccn2-c2cccc([N+](=O)[O-])c2)C2(CCCCC2)C1=O (configuration not stated)	1	-45	-2.3	54	62	6	-2	2	-58	-6
COc1ccc2[nH]c3ccccc3c2c1	8	-36	0.1	111	100	5	1	-26	·	-2
COc1ccc(N2CCN(C(=O)CCNS(=O)(=O)c3ccc(Br)s3)CC2)cc1	6	-31	0.1	98	78	4	0	-16	1	·
COc1ccc(C)cc1N(CC(N)=O)S(=O)(=O)c1ccc(C)cc1	1	-33	-1.8	93	100	5	3	-2	-5	0
Cc1cccc(C)c1OCC(O)CNC(C)(C)C (configuration not stated)	1	14	-1.7	92	111	4	1	-17	-3	·
Cc1[nH]n(-c2ccc(F)cc2)c(=O)c1C=Nc1ccc(S(=O)(=O)N(C)C)cc1	15	-59	1.3	82	91	9	-1	10	-16	0
COC(=O)Cc1cnc(NC(=O)C2C3CCC(C3)C2C(=O)O)s1 (configuration not stated)	-2	-45	-1.6	90	88	2	1	2	-6	0
CCOC(=O)C1(Cc2ccccc2)NC(c2ccccc2F)C2C(=O)N(CC)C(=O)C21 (configuration not stated)	-5	-39	-0.1	65	70	6	5	-6	1	0
O=C(c1cccc(F)c1)N1CCN(c2ccc([N+](=O)[O-])c(N3CCCCC3)c2)CC1	-7	-11	-2.2	79	86	6	6	-7	50	·
COc1ccc(-n2c(=O)cc(N3CCN(c4ccccc4)CC3)[nH]c2=O)cc1	2	-46	-3.7	100	93	11	3	-6	·	4
CCc1c(C(=O)NN2C(=O)C3CCCCC3C2=O)csc1C (configuration not stated)	-6	-16	-1.0	87	96	4	-2	8	·	-2
CCN(CC)CCCn1c(C)cc2c(c1=O)C(c1cc(OC)c(OC)cc1OC)C(C#N)=C(N)O2 (configuration not stated)	-12	6	0.5	96	91	18	1	-13	-21	0
CCc1nc2sc3c(c2c(=O)n1N)CCC3	1	39	-0.2	96	101	4	1	-13	·	-1
CC(C)(C)N(NC(=O)OCc1ccccc1)C(=O)c1ccccc1	5	8	-3.2	102	98	8	2	0	·	1
CCOC(=O)COn1c(=O)c(-c2cccs2)[n+]([O-])c2ccccc21	7	-10	-2.1	84	85	6	11	-11	-2	-2
COc1cc(NC(=S)N2CCN(C(=O)c3ccco3)CC2)c(OC)cc1Cl	-3	-8	-2.4	86	91	10	2	-1	·	-10
O=C(Cc1c[nH]c2ccccc12)Nc1nc2ccccc2[nH]1	18	-56	-4.4	93	93	1	-4	-5	-2	-1
Cc1ccccc1C(=O)NCCCc1ccccc1	-8	7	0.0	89	93	4	0	-1	12	-1
N#Cc1sc2nc3c(c(-c4ccco4)c2c1N)CCCC3	-9	-7	0.3	101	102	8	2	-15	-30	1
O=c1c(C(c2nnnn2C2CCCCC2)N2CCCCC2)coc2ccc(Cl)cc12 (configuration not stated)	2	-21	-2.6	89	81	16	1	30	2	-1
C[C@H](NC(=O)NC1CCCc2ccccc21)C(=O)O (some centres not stated)	0	-47	-2.5	97	93	5	1	-18	-10	4
CC(C)(C)c1cn(-c2ccc(F)cc2)c(=S)[nH]1	-1	-66	-1.1	101	113	4	0	-5	1	·
COc1ccc(C(=O)N(CC2CCCO2)C(C(=O)NCCC(C)C)c2ccc(C)cc2)cc1OC (configuration not stated)	2	-11	0.0	94	84	26	3	-6	·	-14
Cc1cccc(/C=C\c2nc3ccccc3c(=O)[nH]2)c1	5	-46	-3.9	25	24	9	4	-7	9	8
CC(C)NC(=O)c1ccc(-n2nc(C(F)(F)F)c3c2CCCC3)cc1	1	1	2.5	88	98	3	0	5	·	-11
CCCn1c(NCc2cc(C)ccc2O)nc2ccccc21	12	-14	-3.5	73	62	24	9	-2	-12	-2
Cc1ccc(S(=O)(=O)N2CCN(C(=O)CSc3nnc(C)s3)C2)cc1	-3	-16	-3.0	86	88	12	6	-3	-2	0
Clc1ccc(OCc2nnc(SCc3nnc(-c4ccccc4)o3)o2)c(Cl)c1	-3	-40	-2.0	103	107	12	12	-10	10	0
Cc1ccc(CNC(=O)C23CN(Cc4ccccc4)CC2C(c2ccc([N+](=O)[O-])cc2)=NO3)cc1 (configuration not stated)	-8	-41	-3.5	83	72	41*	3	-22	-1	-2
COC(=O)c1ccccc1NC(=O)C1CCN(C(=O)c2cc(OC)c(OC)c(OC)c2)CC1	-13	-50	-3.7	87	79	13	3	-3	3	0
Cn1c(=O)n(C)c2cc([N+](=O)[O-])c(N3CCN(C(=O)c4ccccc4)CC3)cc21	-8	-27	-3.8	68	78	5	3	-4	·	-1
O=C(c1cccc(F)c1)N1CCN(CC2CC3C=CC2C3)CC1 (configuration not stated)	-6	-31	-0.1	95	99	3	2	-4	-11	0
O=C(Nc1ccc2c(c1)OCCO2)C1CCN(S(=O)(=O)c2cccc3nsnc23)CC1	-10	-15	-1.5	101	100	5	-3	-23	·	·
Cc1[nH]c2ccc(CNS(=O)(=O)c3ccc(S(=O)(=O)N4CCOCC4)cc3)cc2c1C	-14	-14	-0.2	93	88	10	1	-3	-2	-1
COC(=O)c1cc2oc(C)cc2n1CC(=O)Nc1ccc(C)c(C)c1	-3	-35	2.3	63	61	19	9	-10	-7	·
c1ccc2nc3c(cc2c1)CCCCCC3	-10	-16	0.8	98	104	0	0	-3	1	0
CC(C)NC(=O)C(=O)NCCc1ccc(Cl)cc1	-10	-26	4.8*	96	105	18	4	-9	3	0
Cc1ccc(NC(=O)N2CCC(C(=O)NCc3ccccc3)CC2)cc1	13	-19	1.8	95	98	5	0	5	·	·
O=C(CCN1CCCC1)Nc1ccccc1	7	-1	0.0	91	97	32	1	-8	-21	5
C=CCn1c(=O)c2ccccc2n2c(SCC(=O)NCc3cccs3)nnc12	-7	-56	-1.1	85	82	4	3	-3	-41	0
O=C(COc1cccc2ccccc12)NNC(=O)Nc1ccccc1	3	-42	-3.2	84	77	5	8	-19	·	·
CCCCC(=O)NCCNc1nc2c(c(=O)n(C)c(=O)n2C)n1Cc1ccc(F)cc1	-11	-4	-0.7	89	85	17	0	-2	-15	·
CC(C)(C)c1ccc(OCC(=O)NNC(=O)Cc2cccs2)cc1	-3	3	-2.5	83	94	8	0	-17	-8	·
CCc1c(C(=O)NNC(=S)NCC2CCCO2)csc1C (configuration not stated)	-7	-39	-0.9	89	94	6	1	1	·	-1
Following part.
SMILES	GALR2 antag	Yeast growth inh	MRP-1 activ	bCat KO growth	PTEN del growth	Measles CPE	NPY Y2 blocker	Yeast life ext	E-sel TNF inh	Phagocyt inh
CCOC(=O)c1oc2ccccc2c1NC(=O)c1cc(OC)cc(OC)c1	3	-68	-2.1	94	90	7	0	-11	10	·
COC(=O)c1ccc(OCC(=O)c2ccc(C)c(C)c2)cc1	-4	1	2.6	88	96	12	26*	3	·	-7
CCCCNc1c(NC(C)=O)c(=O)oc2ccccc12	2	-47	-1.1	90	97	6	1	1	-18	-9
Cc1nn(Cc2c(F)c(F)c(F)c(F)c2F)c(C)c1NC(=O)c1ccc(COc2ccccc2Cl)cc1	-9	-45	0.2	115	105	5	0	-16	11	-2
N#CC1=C(N)NC(SCC(=O)O)=C(C#N)C12CCCC2	-1	-26	-2.3	101	102	3	-1	-24	-11	0
CC1(C)[C@@H](O)CC[C@]2(C)[C@H]3C(=O)C=C4[C@@H]5C[C@@](C)(C(=O)O)CC[C@]5(C)CC[C@@]4(C)[C@]3(C)CC[C@@H]12	5	-28	-0.5	102	104	6	-2	11	·	·
O=C(Nc1ccc(-c2csc(-c3ccccc3)n2)cc1)c1ccccc1	-2	-38	-1.6	92	95	15	2	-7	·	·
COc1ccc(-c2nc(NC(=O)c3cc(C(C)(C)C)nn3C)sc2C)cc1	17	-58	-3.5	14	11	4	-1	-11	-1	0
C=CCOC(=O)CC(NC(=O)c1ccccc1)c1ccccc1 (configuration not stated)	5	-45	-1.2	87	97	2	1	-1	-8	-1
Cc1noc(C)c1C(=O)NC1CCCc2ccccc21 (configuration not stated)	-14	-19	-0.1	77	94	4	4	8	7	0

A second format for 3 compounds above:
Every second line gives: GALR2 antag	Yeast growth inh	MRP-1 activ	bCat KO growth	PTEN del growth	Measles CPE	NPY Y2 blocker	Yeast life ext	E-sel TNF inh	Phagocyt inh
Cc1cccc(/C=C\c2nc3ccccc3c(=O)[nH]2)c1
  5	-46	-3.9	25	24	9	4	-7	9	8
CC(C)NC(=O)c1ccc(-n2nc(C(F)(F)F)c3c2CCCC3)cc1
  1	1	2.5	88	98	3	0	5	·	-11
CCCn1c(NCc2cc(C)ccc2O)nc2ccccc21
  12	-14	-3.5	73	62	24	9	-2	-12	-2
